Screening results as filed in PubChem BioAssay.
MEKK2 WT-MEK5: modulators of MEK5 binding to wildtype MEKK2, primary screen, biochemical, multiplex bead flow cytometry, Alexa488-MEK5; binding response (% of control), % at 10 µM; hit rate 1.1% among 290,000; Alexa488-MEK5 binding to MEKK2 WT; actives lie on both sides; Mitogen-activated protein kinase kinase kinase 2 (Homo sapiens), Q9Y2U5; AID 1531, 2009; in the data active means binding response below about 67% or above about 130%
pCIP destab: p/CIP-EGFP fusion destabilizers, primary screen, fluorescence, F442A cells; AID 1984, 2009; decrease of EGFP signal, % at 10 µM; hit rate 0.01% among 290,000; 16 h;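 active means EGFP signal decrease of at least 30% at 10 µM or well 3 SD below plate mean, unless failing retest; inactive means the rest, including hits failing retest or dose response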; further: some compounds called inactive have numbers as strong as hits; many of its hits are not listed in these tables
IDE inh: human IDE inhibitors in live cells, primary screen, fluorescence polarization, HEK cells, FAbetaB substrate | Insulin-degrading enzyme (Homo sapiens), P14735 | FAbetaB cleavage | inhibition, % at 5.59 µM | hit rate 0.41% among 320,000 | AID 434962, 2010;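 active means percent inhibition above the average of all tested compounds plus 3 SD, set per screening campaign, cut at about 16% in these data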;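 further: IDE supplied by intact live HEK cells; FP after avidin binding of uncleaved biotin substrate so inhibition keeps polarization high; 0% = DMSO wells and 100% = 60 µM reference IDE inhibitor Ii1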
NALP1 inh: NALP1 inflammasome inhibitors in reconstituted yeast, colorimetric, S. cerevisiae, triplicate retest. inhibition, % at 10 µM. S. cerevisiae NALP1/ASC/caspase-1 growth, X-gal OD620, 72 h. AID 2071, 2009. hit rate 0.61% among 280,000; in the data active means inhibition mostly above about 24%, no sharp cut-off; inactive means mostly below about 32%; further: some compounds called inactive have numbers as strong as hits
MEKK2mut PB1 HTS: MEK5 binding signal on mutant MEKK2 PB1, primary screen, biochemical, multiplex bead flow cytometry, Alexa488-MEK5 | percent response, % at 10 µM | Alexa488-MEK5 binding to MEKK2 mutant | hit rate 0.35% among 290,000; in the data active means percent response above about 24%, passing the limit was not always enough; further: inactives centre near 1; some results filed as inactive read as strong as hits; reference of the scale not given here
MEKK3 PB1 HTS: modulators of MEKK3-MEK5 PB1 binding, primary screen, biochemical, wildtype MEKK3, multiplex bead flow cytometry, Alexa488-MEK5; Mitogen-activated protein kinase kinase kinase 3 (Homo sapiens), Q99759; bead-based flow cytometry, Alexa488-MEK5 binding to MEKK3; actives lie on both sides; 0 = blocked by unlabeled MEK5, 100 = vehicle; binding response (% of control), % at 10 µM; hit rate 1.4% among 290,000; AID 1529, 2009;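 active means binding response more than 3 SD above or below the average of its plate-row segment, actives on both sides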;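 further: Alexa488 bead fluorescence after subtracting the streptavidin-only scavenger bead signal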
Target sequence (Q99759 whole entry, looked up): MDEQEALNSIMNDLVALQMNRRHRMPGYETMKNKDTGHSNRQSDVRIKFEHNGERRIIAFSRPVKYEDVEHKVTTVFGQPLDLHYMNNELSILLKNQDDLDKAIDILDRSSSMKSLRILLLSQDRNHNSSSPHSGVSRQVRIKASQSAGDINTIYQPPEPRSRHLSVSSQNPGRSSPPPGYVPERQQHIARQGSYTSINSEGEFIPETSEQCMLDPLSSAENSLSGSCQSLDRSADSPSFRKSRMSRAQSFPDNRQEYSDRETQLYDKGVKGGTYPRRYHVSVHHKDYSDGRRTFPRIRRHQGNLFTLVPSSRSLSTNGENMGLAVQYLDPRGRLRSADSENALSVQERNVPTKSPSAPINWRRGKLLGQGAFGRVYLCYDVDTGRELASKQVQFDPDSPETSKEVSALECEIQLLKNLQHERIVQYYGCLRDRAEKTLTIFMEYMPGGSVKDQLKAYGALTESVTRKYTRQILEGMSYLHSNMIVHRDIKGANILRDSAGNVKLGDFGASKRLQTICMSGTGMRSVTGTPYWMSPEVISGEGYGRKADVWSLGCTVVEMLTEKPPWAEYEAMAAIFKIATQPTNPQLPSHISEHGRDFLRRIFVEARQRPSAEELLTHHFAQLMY
IDE cell activ: human IDE activators in live cells, primary screen, fluorescence polarization, HEK cells, FAbeta-B substrate; AID 493087, 2011; Insulin-degrading enzyme (Homo sapiens), P14735; hit rate 0.073% among 340,000; activation, % at 5.96 µM; FAbeta-B cleavage; 0% vehicle, 100% cell-free pure enzyme wells;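 active means activation above the mean of all tested compounds plus 3 SD, set per screening campaign, cut at about 17% in these data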
M18AAP inhibitor: PfM18AAP inhibitors, malaria aminopeptidase, primary screen, biochemical, QFRET, recombinant enzyme; M18 aspartyl aminopeptidase (Plasmodium falciparum 3D7); inhibition, % at 7.35 µM; hit rate 1.2% among 290,000; H-Glu-NHMec fluorogenic cleavage;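 active means inhibition above the campaign mean inhibition over all tested compounds plus 3 SD, cut at about 28% in these data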;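 further: 0% = plate median of test compound wells and 100% = 2 mM ZnCl2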
UBC9 SUMO inh: inhibitors of in vitro SUMOylation cascade, primary screen, biochemical, HTRF, uHTS | SUMO-conjugating enzyme UBC9 (Homo sapiens), P63279 | hit rate 0.36% among 290,000 | inhibition, % at 35 µM | HTRF SUMOylation assay, SAE1/SAE2 + UBC9 | AID 2006, 2009; in the data active means inhibition above about 50%, passing the limit was not always enough; further: strong numbers were not always called active
Target sequence (P63279 whole entry, looked up): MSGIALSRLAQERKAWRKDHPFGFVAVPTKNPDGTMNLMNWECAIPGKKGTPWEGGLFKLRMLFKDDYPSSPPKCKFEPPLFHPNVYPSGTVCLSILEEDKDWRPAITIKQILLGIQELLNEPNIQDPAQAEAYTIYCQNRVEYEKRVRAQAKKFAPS
The depositor's hits bear a star; . = no result given; [ ] = dose if it differs, or a comment.

SMILES | MEKK2 WT-MEK5 | pCIP destab | IDE inh | NALP1 inh | MEKK2mut PB1 HTS | MEKK3 PB1 HTS | IDE cell activ | M18AAP inhibitor | UBC9 SUMO inh
COc1ccc(CN2CC(=O)N(c3ccccc3OC)C2=S)cc1OC | 104 | -4 | 4 | -1 | 2 | 102 | -3 | 2 | -8
Cc1cccc(OCCn2c(-c3ccco3)nc3ccccc32)c1 | 108 | -14 | 3 | 23 | 7 | 107 | 1 | 4 | -5
COc1ccc(N(CC(=O)Nc2cc(Cl)ccc2C)S(=O)(=O)c2c(C)n[nH]c2C)cc1 | 99 | -11 | -2 | -1 | 4 | 102 | -6 | -12 | 5
CSc1nc(N)nc(SCC(=O)Nc2cccc(F)c2)c1C#N | 103 | 4 | 1 | 19 | 1 | 116 | 0 | 5 | -26
O=C(Nc1cc(Cl)ccn1)C1(c2ccccc2)CC1(Cl)Cl (stereo unspecified) | 99 | -16 | 3 | 18 | -2 | 101 | 4 | -5 | -2
COc1ccc(-n2cc(C#N)c(=O)n(Cc3ccc(F)cc3)c2=O)cc1 | 96 | 3 | -1 | -5 | -4 | 98 | 8 | -1 | 20
CCCCCC1CC(CC(=O)O)C(=O)O1 (stereo unspecified) | 94 | -11 | 2 | 14 | -4 | 95 | -3 | 6 | 9
NC(=O)C(Cc1ccccc1)NC(=O)C12CC3CC(CC(C3)C1)C2 (stereo unspecified) | 103 | -5 | -3 | 13 | 2 | 106 | -3 | -15 | 13
COc1ccccc1CNC(=O)C(=O)NCC(c1ccco1)N1CCOCC1 (stereo unspecified) | 96 | -1 | 7 | -2 | -1 | 105 | 6 | -10 | 4
Cc1csc(-c2coc3cc(O)cc(C)c3c2=O)n1 | 101 | -4 | 5 | -14 | 1 | 94 | -1 | 0 | 9
Cc1[nH]c2ccccc2c1C(=O)C(=O)NCc1ccncc1 | 105 | . | -5 | . | 4 | 107 | 2 | 3 | .
Cc1cccc(OCC(=O)Nc2ccncc2)c1C | 104 | -17 | 1 | 18 | 1 | 106 | 2 | -3 | 1
CCc1ccc(NC(=O)Nc2ccc3c(c2)N(C)C(=O)CS3)cc1 | 115 | -16 | -1 | -6 | 5 | 107 | -6 | -10 | 27
COCCCNC(=O)c1ccc(Cn2c(=O)c3ccccc3n(CC(=O)NCCc3ccc(OC)c(OC)c3)c2=O)cc1 | 77 | 8 | -4 | 17 | -9 | 79 | 5 | 0 | 4
CN(C)N1C(N)=C(C#N)C(c2ccsc2)C2=C1CC(C)(C)CC2=O (stereo unspecified) | 96 | -1 | -3 | 30 | -2 | 94 | 1 | -1 | 6
CCOc1cccc(-c2nnc3sc(COc4ccccc4)nn23)c1 | 90 | -8 | 4 | 12 | -8 | 96 | 2 | 10 | 22
CC(C)OC(=O)C1CC=CCC1C(=O)Nc1ccc(Cl)cc1 (stereo unspecified) | 102 | -2 | -3 | 17 | 0 | 103 | 4 | -12 | 14
CC(=O)c1cc(C#N)c(SCCC(C)C)nc1C | 91 | -11 | -3 | 25 | -6 | 90 | 0 | -6 | -29
COc1ccc2[nH]c(-c3ccc(C)cc3)cc(=O)c2c1 | 90 | 3 | 4 | 18 | 4 | 97 | 3 | 5 | -10
C=CCNc1nc2c(c(=O)n(C)c(=O)n2C)n1CC(=C)C | 101 | -3 | -4 | 16 | 9 | 110 | 7 | . | 0
COc1ccc(NC(=O)CC2SC(=Nc3ccccc3)NC2=O)c(OC)c1 (stereo unspecified) | 104 | -8 | 5 | 22 | 1 | 103 | -1 | 6 | 0
CCc1cc(CNC(=O)C2CCC(=O)N(CCc3ccc(OC)cc3)C2)on1 (stereo unspecified) | 100 | -3 | 0 | 22 | -1 | 102 | 2 | -5 | 4
Cc1cc2nccc(-c3ccc(F)cc3)n2n1 | 107 | 11 | 0 | 7 | 4 | 104 | 1 | -8 | 11
CN1CCc2c(sc(NC(=O)c3ccc(S(=O)(=O)N4CCCCCC4)cc3)c2C(N)=O)C1 | 113 | -11 | 25* | 25 | 7 | 104 | -18 | 24 | 20
Cc1cccc(N2CCN(C(=O)CC(NC(=O)c3ccccc3Cl)c3ccccc3)CC2)c1C (stereo unspecified) | 90 | -11 | 3 | 33 | -3 | 92 | -3 | 1 | -19

The listing continues.
SMILES | MEKK2 WT-MEK5 | pCIP destab | IDE inh | NALP1 inh | MEKK2mut PB1 HTS | MEKK3 PB1 HTS | IDE cell activ | M18AAP inhibitor | UBC9 SUMO inh
COc1cc(Br)c(CCNC(=O)Cc2ccccc2)cc1OC | 120 | 1 | -4 | 21 | -21 | 103 | -5 | -6 | -10
O=C(CSc1nnc2sc3ccccc3n12)NCc1ccco1 | 92 | -10 | 0 | 22 | -5 | 83 | 0 | 3 | -1
CCn1c(SCC(=O)N2CCCC2)nc2ccccc2c1=O | 52*[inhibitor] | 3 | -5 | 7 | 5 | 74*[inhibitor] | -3 | -17 | -12
CC(Oc1ccc(-c2ccccc2)c(F)c1)c1ccn(S(=O)(=O)c2ccc(Br)cc2)n1 (stereo unspecified) | 94 | -2 | 6 | 5 | -4 | 95 | -1 | -15 | -16
Cc1cccc(N2CCN(C(=O)Cc3ccc(-n4c(=O)[nH]c5ccsc5c4=O)cc3)CC2C)c1 (stereo unspecified) | 99 | 2 | 1 | -1 | -2 | 102 | 2 | -7 | 2
O=C(N/N=C/c1ccc([N+](=O)[O-])s1)c1ccccc1 | 106 | 10 | 9 | -3 | -2 | 120 | 1 | 3 | 2
CCOc1ccc(N(CC(=O)NC(C)CC)S(C)(=O)=O)cc1 (stereo unspecified) | 96 | -4 | -6 | -22 | -2 | 103 | -1 | -11 | 22
N#CC1=C(N)OC2=C(C(=O)CCC2)C1c1cc2c(cc1Cl)OCO2 (stereo unspecified) | 103 | 1 | 1 | 19 | 2 | 100 | 3 | 5 | -1
CCc1ccc(NC(=O)CCn2c(=O)c3cccn3c3ccccc32)cc1 | 95 | -24 | -8 | -7 | 0 | 97 | -3 | -9 | 6
O=C(/C=C/c1ccccc1)NCC1(c2ccccc2)CCOCC1 | 102 | -6 | 0 | . | 1 | 86 | 6 | -4 | -7
CC(=O)c1ccc(NC(=O)CNCc2cccs2)cc1 | 106 | 4 | 0 | -3 | 8 | 106 | 3 | 6 | 18
COc1ccc(CCNC(=O)CSc2nc(C)nc3c2c(=O)n(C)c(=O)n3C)cc1OC | 110 | -4 | 5 | . | 9 | 105 | 8 | . | 10
CCOC(=O)c1cc(-c2c(Cl)cccc2Cl)no1 | 100 | -20 | -3 | 26 | 0 | 97 | 2 | -11 | 9
CC1CCCCC1NC(=O)Cn1cnc2ccccc2c1=O (stereo unspecified) | 100 | -1 | 3 | -4 | 4 | 98 | 5 | -3 | 4
CCN(CC)S(=O)(=O)c1ccc(N2CCOCC2)c(NC(=O)c2ccc(NC(C)=O)cc2)c1 | 100 | -8 | 4 | . | -1 | 110 | 4 | 3 | 21
Cc1cccn2cc(CNC(=O)CC3CCCC3)nc12 | 105 | 4 | 6 | -14 | 3 | 104 | 4 | -2 | -7
Cc1ccc(N=Nc2c(N)[nH]n3c(=O)cc(C)nc23)cc1 | 102 | -8 | 8 | 14 | -2 | 95 | 5 | 31* | 76
COc1ccccc1C(=O)C1CCCN(C(=O)c2ccccc2C(C)=O)C1 (stereo unspecified) | 104 | 7 | . | 27* | 4 | 104 | -1 | 1 | -2
O=C(Oc1ccccc1-c1csnn1)c1cccs1 | 97 | -8 | 3 | -8 | -10 | 106 | 5 | 2 | 6
C=CCN=c1scc(-c2ccco2)n1/N=C/c1ccc(O)c(O)c1O | 99 | -11 | -4 | -5 | -2 | 100 | -8 | 45* | 45
Cn1cc(CN2CCN(Cc3cccnc3)CC2)c(-c2ccc3c(c2)OCCO3)n1 | 103 | -4 | 3 | 13 | -7 | 106 | 0 | 4 | 8
COc1ccc(S(=O)(=O)Nc2cc(SCC(=O)O)c(O)c3ccccc23)cc1 | 100 | 6 | 3 | 19 | 0 | 104 | -1 | 33* | 57*
Cc1ccc2c(c1)N(C(=O)CCC(=O)N1CCC(C(N)=O)CC1)CC(C)O2 (stereo unspecified) | 101 | -1 | -3 | -2 | -4 | 101 | 6 | -6 | 17
O=C(C[n+]1cc(-c2ccc(Br)cc2)n2c1CCCCC2)c1ccccc1 | 107 | -17 | 6 | 11 | -1 | 105 | -2 | 1 | 6
O=C(NCCCN1CCCC1)c1ccc2c(c1)N(Cc1ccccc1F)C(=O)c1ccccc1S2(=O)=O | 125 | -1 | 5 | -2 | 13 | 107 | 9 | 2 | 4

Next section
SMILES | MEKK2 WT-MEK5 | pCIP destab | IDE inh | NALP1 inh | MEKK2mut PB1 HTS | MEKK3 PB1 HTS | IDE cell activ | M18AAP inhibitor | UBC9 SUMO inh
CCN1CCN(C(c2cccs2)C(C)NC(=O)c2cccc(OC)c2)CC1 (stereo unspecified) | 104 | 7 | -1 | 21 | 1 | 103 | 0 | 1 | -2
CCOC(CNC(=O)CN1C(=O)COc2ccc(S(=O)(=O)N3CCCC3)cc21)OCC | 105 | 2 | 3 | -7 | 5 | 105 | 4 | -1 | 17
Cc1ccc2cc(C)c(SCC#N)nc2c1 | 107 | 2 | 5 | 12 | 1 | 105 | 5 | 0 | -15
CCC(=O)Nc1ccc(Cl)c(NC(=O)c2c(OC)cccc2OC)c1 | 97 | 1 | 4 | 25 | -1 | 103 | -2 | -11 | -5
C[C@@H]1CN(C(=O)c2cc(COc3cccc(C(F)(F)F)c3)on2)C[C@H](C)O1 | 98 | 0 | 6 | 4 | -11 | 90 | 1 | 4 | -10
CCOc1ccc(-c2c(C(=O)N/N=C/c3cccnc3)nnn2-c2nonc2N)cc1 | 104 | -13 | -13 | 27 | -4 | 101 | 1 | 5 | 31
CCOC(=O)c1cc(-c2ccc(C)o2)n[nH]1 | 92 | 4 | 3 | 5 | -2 | 95 | -2 | 2 | 0
COc1ccc(Oc2nccc(-c3ccc(F)cc3)c2C#N)cc1 | 105 | -1 | 3 | 0 | 9 | 104 | 1 | -1 | 1
O=C(c1ccccc1)n1nc(-c2ccccc2)nc1NCc1ccco1 | . | -4 | 0 | -5 | . | . | 3 | -5 | -12
CC1(C)CC(N=c2cc(-c3ccccc3)oc3ccc(Cl)cc23)CC(C)(C)N1 | 128 | 1 | . | 0 | -8 | 109 | 6 | 11 | 18
O=C(C1CCCN(S(=O)(=O)c2cc(Cl)ccc2Cl)C1)N1CCCC1 (stereo unspecified) | 105 | 6 | 7 | 5 | 5 | 103 | -1 | 5 | -3
Cc1nc(NC(=O)c2cccnc2)ccc1Br | 97 | 9 | 0 | 4 | -6 | 94 | 3 | -2 | 3

Results in pCIP destab and NALP1 inh, for some of the entries so far:
SMILES | pCIP destab | NALP1 inh
O=C(c1ccccc1)n1nc(-c2ccccc2)nc1NCc1ccco1 | -4 | -5
CCOC(=O)c1cc(-c2ccc(C)o2)n[nH]1 | 4 | 5
Cc1ccc2cc(C)c(SCC#N)nc2c1 | 2 | 12

Not all compounds are listed (hit frequency here may not be typical).
